# GAA glycogen: alters human alpha-glucosidase cleavage of glycogen; recombinant GAA, glycogen substrate, Amplex Red glucose oxidase fluorescence; P10253; AID 2100; 300,000 compounds, 0.38% hits; Potency, µM (doses to about 76.4 µM), for inactives: at the top dose activity change, negative = inhibition, usual class: inhibitors;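 further: potency means the concentration at half of the fitted maximal effect; 0% = full enzyme reaction and -100% = no-enzyme basal signal; the screen sought inhibitors and activators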
#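 qHTS, 1536-well; enzyme 4 nM final; cpd up to 77 uM; substrate bovine liver glycogen 30 ug; 50 mM citrate/phosphate pH 5.0, 0.01% Tween-20; 37 C, 40 min; Amplex Red detection 45 min RT; Hill fit → AC50.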
# GAA inh: inhibitors of human lysosomal alpha-glucosidase. AID 1466. 200,000 compounds, 0.005% hits. Potency, µM (highest dose often 76.9 µM), for the others: top-dose activity change, negative = inhibition, actives largely listed as inhibitors. purified human GAA, 4-MU-alpha-glucoside fluorescence;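 further: potency means the concentration at half of the fitted maximal effect; plate controls were uninhibited enzyme wells for no effect and no-enzyme background for full effect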
#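 AC50 values come from Hill fits of compound titrations (up to 77 uM) against 4 nM human enzyme. Substrate 4-methylumbelliferyl-alpha-D-pyranoside at 400 uM, pH 5.0 citrate buffer, 20 min room temperature; fluorescence Ex 365/Em 440 after alkaline stop.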
# Lamin A splicing: LMNA splicing modulation; 200,000 compounds, 0.01% hits; HeLa LMNA splicing GFP/RFP minigene ratio, 48 h; Potency, µM (titrated, usually from 46.1 µM), for inactives: top-dose ratio change, negative = inhibition, usual class: inhibitors; active means well fitted inhibition curve with a large enough effect in the signal ratio, with a control signal flat, not every such curve was filed as active; inconclusive means small, poorly fitted or top-dose-only effect, or effect the other way, or a change in a side signal; the % refers to the signal ratio; further: potency means the concentration at half of the fitted maximal effect; on the % scale 0 is the no-effect control and ±100 the full control effect
#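 Read-out is the ratio of GFP to DsRed2 object intensity, acquired by 488 nm laser-scanning cytometry on HeLa lamin A-EGFP minigene reporter cells. Compound incubation 48 hrs at 37 °C in Opti-MEM with 2% FBS; DMSO 0.5% final.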
# CBFb RUNX1 block: CBF-beta/RUNX1 interaction disruption. Potency, µM (highest dose often 59.8 µM), without a hit: at the top dose activity, negative = inhibition, actives largely listed as inhibitors. Q01196+Q13951. AID 1477. AlphaScreen CBFb-His/RUNX1-biotin binding, biochemical. 230,000 tested, under 10 active; further: % of control where 0% means no effect
# Target sequence (Q01196 whole entry, looked up): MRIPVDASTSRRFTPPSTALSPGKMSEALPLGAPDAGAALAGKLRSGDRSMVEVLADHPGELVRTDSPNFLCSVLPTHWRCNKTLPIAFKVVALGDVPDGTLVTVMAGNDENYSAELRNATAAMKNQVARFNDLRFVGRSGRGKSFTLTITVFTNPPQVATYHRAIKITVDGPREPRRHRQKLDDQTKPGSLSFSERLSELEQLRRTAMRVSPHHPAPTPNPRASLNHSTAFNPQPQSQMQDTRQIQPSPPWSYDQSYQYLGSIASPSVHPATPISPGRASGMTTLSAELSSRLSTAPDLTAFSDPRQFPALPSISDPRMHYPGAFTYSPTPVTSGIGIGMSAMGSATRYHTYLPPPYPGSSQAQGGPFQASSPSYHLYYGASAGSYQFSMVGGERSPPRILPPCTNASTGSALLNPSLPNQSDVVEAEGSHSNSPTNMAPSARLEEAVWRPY
# Target sequence (Q13951 whole entry, looked up): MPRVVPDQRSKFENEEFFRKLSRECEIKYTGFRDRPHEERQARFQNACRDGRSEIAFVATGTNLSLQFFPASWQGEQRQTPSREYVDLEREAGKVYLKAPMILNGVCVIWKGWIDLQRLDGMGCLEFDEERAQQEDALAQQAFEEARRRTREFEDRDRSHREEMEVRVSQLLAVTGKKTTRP
#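 Room-temperature protein-protein interaction test with 30 nM each of His-tagged CBF-beta and biotinylated RUNX1, 15 min with compound, then 90 min with nickel plus streptavidin beads. Signal read in AlphaScreen mode.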
# GAA spleen mod: lysosomal alpha-glucosidase (human) modulation | P10253 | human spleen homogenate, 4-MU-alpha-glucoside fluorescence | Potency, µM (titrated, usually from 79.9 µM), inactives show at the highest dose activity change, negative = inhibition, most hits filed as inhibitors | 240,000 compounds, 0.006% hits;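 further: potency means the concentration at half of the fitted maximal effect; 0% = enzyme with vehicle and -100% = no enzyme basal signal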
#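 Compounds were titrated against alpha-glucosidase in spleen homogenate at pH 5.0, with 1 mM 4-methylumbelliferyl substrate for 40 min at 37 C. Reactions were quenched with pH 10 NaOH/glycine and fluorescence measured.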
# HTT ATP protect: cytoprotection in Huntington HTT-Q103 PC12 cell model | PC12 HTT-Q103 induced, cytoprotection, ATP luminescence, 40 h | Potency, µM (top dose mostly 56.4 µM), without a hit: cytoprotection (ATP increase), usual class: activators | 230,000 compounds, 0.14% hits | AID 1471;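 further: potency means the concentration at half of the fitted maximal effect; % of control where 0% means no effect; nearly all actives have a fitted effect of over 45% in size; toxic huntingtin expression switched on by the ecdysone agonist tebufenozide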
#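 PC12 cells stably carrying ecdysone-inducible Htt exon 1 (Q103)–GFP were induced with 100 nM tebufenozide (final) alongside library compounds in a dose series. Cytoprotection was scored as retained ATP by ATPlite luminescence.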
# HttQ103 aggreg: mutant huntingtin aggregation inhibition; PC12 HttQ103-GFP aggregates, Acumen cytometry, 40 h; 220,000 compounds, 1.1% hits; AID 1688; Potency, µM (series often up to 46.1 µM), inactives show at the top dose activity change, negative = inhibition, most hits filed as inhibitors; further: potency means the concentration at half of the fitted maximal effect; on the % scale 0 is the no-effect control and ±100 the full control effect; nearly all actives have a fitted effect of over 60% in size
#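 PC12 cells with ecdysone-inducible HTT exon1 Q103-GFP, induced by 100 nM tebufenozide, given compounds in a concentration series. GFP aggregates (1–25 um, 6 SD above background) counted in lysates by laser-scanning cytometry, 488 nm excitation.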
# An asterisk follows results filed as active; ? = inconclusive; nt = not tested or not shown; & = joins results of further samples; [ ] = another dose, or the depositor's remark. Unless noted, the call rests on the fitted dose curve; in most records, active means well fitted curve in the direction sought with a large enough effect; inconclusive means small, poorly fitted or top-dose-only effect, or another doubt; inactive means no such curve, though single readings can be large; an effect the other way counts as inactive or inconclusive.
entry | Molecule | GAA glycogen | GAA inh | Lamin A splicing | CBFb RUNX1 block | GAA spleen mod | HTT ATP protect | HttQ103 aggreg
1 | CCOc1ccc(S(=O)(=O)N2CCN(C(=O)c3cccn3C)CC2)cc1 | -6% | -5% | ? | 0% | -10% | -1% | -18%
2 | O=C(CSc1c2c(nc3ccc(Cl)cc13)CCCC2)NCc1ccco1 | 4% | 1% | -19% | 0% | -5% | ? | ?
3 | O=C(/C=C/c1cccs1)Nc1ccc(S(=O)(=O)Nc2ncccn2)cc1 | 10% | nt | nt | -6% | -3% | 7%[10 µM] | -8%[9.22 µM]
4 | CN(C)CCNC(=O)CN1C(=O)COc2ccc(C(C)(C)C)cc21 | 4% | -2% | -2% | 2% | -5% | 0% | -5%
5 | CCN(CC(=O)NC1CCS(=O)(=O)C1)C(=O)COc1ccccc1-c1ccccc1 (stereo not drawn) | 6% | -5% | ? | 6% | 1% | 18%[10 µM] | -4%
6 | Cc1c(C(=O)NCc2cccnc2)oc2ccccc12 | 1% | ? | ? | 2% | -1% | -7% | -3%
7 | CCn1cc(C(=O)NCc2ccccc2)c(=O)c2cc(F)c(N3CCN(C(=O)c4ccco4)CC3)cc21 | -9% | ? | ? | -9% | 6% | -75%[inhibitor] | ?
8 | CC(=O)Cc1nsc(NC(=O)c2oc(-c3ccccc3Cl)cc2C)n1 | -1% | 2% | nt | 0% | 0% | -40%[inhibitor] | ?
9 | COC(=O)N(NC(=O)C(O)(c1ccccc1)c1ccccc1)c1ccccc1 | 13% | -2% | -10% | 6% | -7% | 39%[1.9 µM] | 2%
10 | O=C(O)C(Cc1ccccc1)N1Cc2ccccc2C1=O (stereo not drawn) | 10% | -11% | 6% | 2% | 6% | 15% | -4%
11 | O=C(c1coc2ccc(O)c(CN3CCOCC3)c12)C1CC1 | 5% | 4% | -2% | 2% | -4% | -27% | 3%
12 | O=C(NC1CCCCC1)C1CCN(c2cnccn2)CC1 | 1% | -7% | 5% | 1% | -11% | 2%[10 µM] | -2%
13 | CC12CN(S(=O)(=O)c3ccccc3)CC(C)(CN(S(=O)(=O)c3ccccc3)C1)C2 | 3% | 1% | 11% | -7% | 1% | 16% | 1%[9.22 µM]
14 | O=c1c2ccccc2nnn1-c1ccc(Br)cc1 | 6% | nt | nt | 7% | -2% | 5%[10 µM] | 14%[9.22 µM]
15 | O=C(COC(=O)CNS(=O)(=O)c1ccc(F)c(F)c1F)Nc1ccc(OC(F)F)cc1 | -2% | -8% | -1% | 6% | 6% | 27%[10 µM] | -1%
16 | Cc1sc(NC(=O)c2ccco2)c(C(=O)c2ccc(Cl)cc2)c1C | 5% | -11% | ? | 2% | -3% | 9%[10 µM] | -7%
17 | Cc1ccc2nc(Cl)c(C#N)cc2c1 | -10% | -8% | nt | 2% | 8% | -13%[10 µM] | -6%[9.22 µM]
18 | COc1ccc(C(=O)Nc2ccc(C)cn2)c(OC)c1 | 2% | ? | 9% | 0% | -1% | -108%[inhibitor][10 µM] | 3%
19 | CCOc1ccc(NC(=O)CSc2nc3ccccc3c(=O)n2CCNC(C)=O)cc1 | 0% | -1% | ? | 6% | 0% | 23% | 15%
20 | O=C(CN1CCN(C(=O)N2CCCCC2)CC1)Nc1ccc(F)cc1 | -2% | 5% | -6% | 4% | -4% | -2%[0.074 µM] | 9%

# One compound at a time (already shown). Order of values: GAA glycogen | GAA inh | Lamin A splicing | CBFb RUNX1 block | GAA spleen mod | HTT ATP protect | HttQ103 aggreg
# Results for CCn1cc(C(=O)NCc2ccccc2)c(=O)c2cc(F)c(N3CCN(C(=O)c4ccco4)CC3)cc21 : -9% | ? | ? | -9% | 6% | -75%[inhibitor] | ?
# Results for O=C(NC1CCCCC1)C1CCN(c2cnccn2)CC1 : 1% | -7% | 5% | 1% | -11% | 2%[10 µM] | -2%
# Results for O=C(/C=C/c1cccs1)Nc1ccc(S(=O)(=O)Nc2ncccn2)cc1 : 10% | nt | nt | -6% | -3% | 7%[10 µM] | -8%[9.22 µM]
# Results for O=C(c1coc2ccc(O)c(CN3CCOCC3)c12)C1CC1 : 5% | 4% | -2% | 2% | -4% | -27% | 3%

# More compounds:
entry | Molecule | GAA glycogen | GAA inh | Lamin A splicing | CBFb RUNX1 block | GAA spleen mod | HTT ATP protect | HttQ103 aggreg
21 | O=C(Nc1ccc2c(c1)OCO2)c1cccc2c1C(=O)N(Cc1cccnc1)C2 | -3% | -16% | 9% | -21% | -6% | -18% | -6%
22 | CCOC(=O)/C=c1\s/c(=C\c2ccc(C(F)(F)F)cc2)c(=O)n1CC(=O)NCc1ccco1 | 7% | -2% | -6% | 5% | -9% | 18%[1.9 µM] | ?
23 | COC(=O)CCCC1=CC2=CC(=O)C(C)(OC(=O)c3cccs3)C(=O)C2=CN1c1cccc(C#N)c1 (stereo not drawn) | 3% | nt | -11%[9.22 µM] | -8%[13.1 µM] | 8%[17.4 µM] | 9%&-9%[10 µM] | 13%[9.22 µM]
24 | O=C(N/C(=C/c1cccnc1)C(=O)N1CCOCC1)c1ccco1 | 11% | -2% | 7% | -3% | -1% | 13%[10 µM] | 8%
25 | CCOc1ccccc1CN1CCN(Cc2nc3ccccc3s2)CC1CCO (stereo not drawn) | 0% | 2% | nt | -1% | -5% | 1%[10 µM] | 5%[9.22 µM]
26 | CCOC(=O)C(CC)/C(C)=N/NC(=O)c1ccccc1[N+](=O)[O-] (stereo not drawn) | 1% | ? | 2% | 4% | 0% | -2% | 10%
27 | O=C(O)c1ccc(C2NCC(c3ccccc3Cl)c3c2[nH]c2ccccc32)cc1 (stereo not drawn) | -10% | 2% | ? | 3% | 2% | 9%[10 µM] | 6%
28 | O=C(Nc1ccc(Cl)cc1)Nc1nc(-c2ccccc2O)cs1 | 1% | nt | nt | 10% | -4% | -4%[10 µM] | 20%[9.22 µM]
29 | O=C(CSc1nnc(-c2cccs2)o1)c1cccs1 | 6% | ? | 0% | 2% | 5% | -16%[10 µM] | -18%
30 | OC(CN1CCOCC1)CN(c1ccccc1)c1ccccc1 (stereo not drawn) | -2% | 3% | 1% | 4% | -1% | -12% | 11%
31 | O=C(NCCCN1CCCCCC1)[C@@H](c1ccccc1)C1CCCCC1 | nt | nt | nt | 13%[21.7 µM] | 3% | -3% | nt
32 | Cc1cc(/C=C(/C#N)C(=O)O)c(C)n1CCC(C)C | 17% | -4% | ? | 3% | -13% | -1%[10 µM] | -4%
33 | O=C(c1cccc(F)c1)N1CCc2ccccc2C1 | 4% | -3% | 4% | 6% | -1% | -7% | -27%
34 | COc1ccc(CNC(=O)C2CCN(S(=O)(=O)N3CCOCC3)CC2)cc1 | ? | -7% | 5% | 1% | 0% | -23% | 19%
35 | N#C/C(=C\c1ccco1)C(=O)NCC1CCCO1 (stereo not drawn) | -3% | -22% | -9% | -8% | -1% | -4%[10 µM] | -23%
36 | COc1ccc(-n2nc(C(=O)NCC(=O)Nc3ccccn3)c3ccccc3c2=O)cc1Cl | -3% | ? | 4% | -3% | -5% | -56%[inhibitor] | 6%
37 | O=C(CSc1ncnc2nc[nH]c12)Nc1ccccc1C(F)(F)F | 2% | -8% | 4% | 4% | -3% | 12% | 22%
38 | Cc1cc(NC(=O)CSCc2ccc([N+](=O)[O-])cc2)no1 | -11% | 1% | nt | -11% | -5% | 5%[10 µM] | 2%
39 | O=C1CCCC(=O)C1=C1SCCS1 | 1% | -4% | 2% | -7% | -3% | 8%[10 µM] | 7%
40 | CCC1NC(=S)N(C2CCCCC2)C1=O (stereo not drawn) | -18% | 9% | -4% | 2% | 2% | 4% | 5%
41 | COCCN1C=C2C(=O)C(C)(OC(=O)c3cccs3)C(=O)C=C2C=C1CCCC(=O)OC (stereo not drawn) | 4% | nt | 10%[9.22 µM] | -3%[13.1 µM] | 0%[17.4 µM] | 7%&3%[10 µM] | 27%[9.22 µM]
42 | CCC(=O)N(Cc1cc(=O)[nH]c2ccccc12)c1ccc(C)cc1 | 7% | -1% | nt | -4% | -4% | 33%[10 µM] | 7%[9.22 µM]
43 | Cc1ccc(C(=O)Nc2ccon2)cc1S(=O)(=O)N1CCOCC1 | 4% | -10% | 4% | -6% | -10% | 28% | 18%
44 | O=C(COc1ccc2ccccc2c1Br)N1CCOCC1 | 0% | 1% | -13% | 5% | -14% | 5%[10 µM] | -13%
45 | O=C(O)CCC(NC(=O)C(Cc1ccc2c(c1)OCO2)NC(=O)c1ccccc1)C(=O)O (stereo not drawn) | 7% | 0% | 1% | 2% | -2% | 16% | 10%
46 | C[C@@H]1C(=O)O[C@H]2[C@H]1CC[C@@]1(C)C(=O)C=C[C@@](C)(O)[C@H]21 | 3% | nt | nt | 2% | -3% | 15%[10 µM] | -14%[9.22 µM]
47 | COc1ccc(N(Cc2cc3ccc(C)cc3[nH]c2=O)C(=O)c2ccco2)cc1 | -2% | -2% | ? | 3% | -4% | 1%[0.074 µM] | -21%
48 | O=[N+]([O-])c1ccc2nc(-c3ccccn3)[nH]c2c1 | -2% | nt | nt | -3% | 10% | -20%[10 µM] | 10%[9.22 µM]
49 | Cc1ccc(-c2csc3nc(C)n(N)c(=O)c23)o1 | 1% | 0% | 0% | -13% | -4% | 3% | -8%
50 | Cc1ccc(OC(=O)c2cccc(S(=O)(=O)N(C)C)c2)c(-n2nc3ccccc3n2)c1 | -2% | -5% | -1% | ? | 4% | -12% | 27%[9.22 µM]
51 | O=C(NCC(c1ccc(F)cc1)N1CCOCC1)c1ccccc1F (stereo not drawn) | 1% | 4%[15.4 µM] | nt | 2% | 5% | -3%[10 µM] | -8%[9.22 µM]
52 | Cc1ccccc1CNC(=O)CC1C(=O)NCCN1Cc1c(F)cccc1Cl (stereo not drawn) | -9% | -4% | nt | 3% | 2% | -1%[10 µM] | 4%[9.22 µM]
53 | CCCCNC(=O)CSc1nc(CCC)nc2ccccc12 | 4% | 2% | nt | 0% | 0% | ? | 10%

# Screen by screen, quoted from above.
# HttQ103 aggreg, entries 13 to 24, in order: 1%[9.22 µM], 14%[9.22 µM], -1%, -7%, -6%[9.22 µM], 3%, 15%, 9%, -6%, ?, 13%[9.22 µM], 8%

# Compounds were not picked by outcome; 1.5% or so of the library scored in one or more.
